# Cneo AK release – Cryptococcus neoformans cell lysis inducers, primary screen, AK release luminescence, single concentration. C. neoformans lysis, adenylate kinase release luminescence, 4 h; normalised: neutral wells 0, clomiphene wells 100. lysis activity, % at 15 µM. 0.2% of 360,000 active. AID 651654, 2012;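 active = mean lysis activity across replicates of at least 80%, whatever share of replicates individually reach that level; inactive = mean lysis activity below 80%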
#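 Material: C. neoformans cells | Amount: Yeast cell density of 5 × 10^6 cells/mL | Medium: Fresh YPD growth medium | Dosing: Single dose | Times: Static 4 h at 37 °C with compound, 1 h detection | Detection: AK luminescence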
# miR-122 sensor – miR-122 Renilla sensor signal increase in Huh7, primary screen, miR-122 inhibitor project, cell-based, single point, plate reader. Huh7 miR-122 Renilla luciferase sensor, 48 h; neutral wells = 0, positive control = 100. AID 602342, 2012. activation (reporter increase), % at 12.5 µM. 0.3% of 340,000 active;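 active = mean replicate activation score at least 90 and every replicate individually at or above 90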;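 also: higher luciferase means less miR-122 activity so hits act as miR-122 inhibitors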
# INS-1E GSIS act – GLuc luminescence reporter in INS-1E cells, primary screen for activators of glucose-dependent secretion of insulin. INS-1E GLuc reporter insulin secretion, 2-3 h. activation, % at 16.6 µM. 0.61% of 370,000 active. AID 743287, 2014;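 active = lowest replicate activation of at least 40%, so every replicate reaches that level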;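 also: 0% = median of neutral control wells and 100% = median of IBMX positive control wells; some compounds called inactive have numbers as strong as hits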
# Statin myotox sup – suppressors of statin myotoxicity in C2C12 myotubes, primary screen, cell-based, single point, plate reader. 0.78% of 330,000 active. C2C12 myotubes + simvastatin, ATP luminescence, 48 h; scaled: DMSO 0, geranylgeraniol control 100. rescue of ATP level, % at 7.49 µM;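 active = mean ATP rescue above about 67%, or every replicate alone reaching that limit, limit read from the data, passing the limit was not always enough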;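 also: myotubes were challenged with 10 µM simvastatin during compound exposure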
# CFTR F508del cor – F508del CFTR correction, initial screen, CFBE line, single point; 0.36% of 350,000 active; CFBE cells, YFP halide quenching; stimulated with forskolin plus potentiator P3; % fluorescence drop versus neutral controls; activity (quench increase), % at 7.58 µM; AID 720511, 2013;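 active = mean added fluorescence quench of at least 8% versus neutral control, with both replicates also reaching 8%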;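 also: cells transiently co-express mutant CFTR-F508del with the halide-sensitive YFP; corrector assay measuring rescue of mutant channel to the surface after 24 h compound exposure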
# PGC1a acetyl inh – inhibitors of PGC1a acetylation signal, primary screen, cell-based, U2OS, AlphaScreen, inhibitor mode; AID 651687, 2012; inhibition, % at 15.6 µM; AlphaScreen anti-acetyl-lysine; with virally co-expressed GCN5 acetyltransferase; 0.17% of 350,000 active;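 active = every replicate shows inhibition of at least 40%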;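 also: 0% = neutral control wells and 100% = positive control wells; some results beyond the cut were filed as inactive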
# PglD inh – C. jejuni PglD acetyltransferase inhibitors, primary screen, biochemical, DTNB colorimetric, single point. inhibition, % at 12.5 µM. UDP-N-acetylbacillosamine N-acetyltransferase PglD (Campylobacter jejuni). purified PglD enzyme, DTNB colorimetric CoA detection. 0.098% of 360,000 active; in the data active = inhibition above about 16%, passing the limit was not always enough; also: strong numbers were not always called active
# FN deposit inh – inhibitors of fibronectin matrix deposition, primary screen, AH1F cells, Alexa488-fibronectin fluorescence, plate reader | AH1F fibroblasts, overnight | inhibition, % at 12.6 µM | 0.086% of 350,000 active | AID 743247, 2014;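 active = mean inhibition across replicates of 30% or more, regardless of how many single replicates reach that level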;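 also: positive control wells lacked labelled fibronectin entirely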
#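 Assay system: AH1F fibroblasts / Quantity: 10000 cells per well / Medium: DMEM plus 2% serum, read in PBS / Reagent: labelled fibronectin 24 nM / Dosing: single dose, pinned / Times: 1 h cell attachment, overnight exposure to compound and label / Signal: fluorescence, ex 485 nm, em 525 nm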
# * = called active by the depositor; / = no result given; [ ] = remark or other dose. Rows were taken by chance. About 2.1% of those tested had a hit in this group.
# The opening three records, ahead of the listing:
canonical_smiles	Cneo AK release	miR-122 sensor	INS-1E GSIS act	Statin myotox sup	CFTR F508del cor	PGC1a acetyl inh	PglD inh	FN deposit inh
C#CCNc1nc(C)nc2c1nnn2Cc1ccccc1F	0	-20	/	23	/	1	2	/
O=C(COC(=O)c1ccc(S(=O)(=O)Nc2ccccc2)cc1)NCc1ccco1	-1	-7	/	4	/	1	-4	-11
O=C(Nc1ccccc1Cc1ccccc1)c1ccccc1F	-7	-1	17	1	-3.8	/	0	0

# The whole of this part, repeating the preview:
canonical_smiles	Cneo AK release	miR-122 sensor	INS-1E GSIS act	Statin myotox sup	CFTR F508del cor	PGC1a acetyl inh	PglD inh	FN deposit inh
C#CCNc1nc(C)nc2c1nnn2Cc1ccccc1F	0	-20	/	23	/	1	2	/
O=C(COC(=O)c1ccc(S(=O)(=O)Nc2ccccc2)cc1)NCc1ccco1	-1	-7	/	4	/	1	-4	-11
O=C(Nc1ccccc1Cc1ccccc1)c1ccccc1F	-7	-1	17	1	-3.8	/	0	0
COc1cc(C(C)=O)ccc1OCC(O)CN1CCN(S(=O)(=O)c2ccccc2)CC1 (stereo unspecified)	-2	-2	/	/	/	-2	-1	/
CC(C)C(=O)Nc1cccc(N2CCN(CCCN3C(=O)C4CCCCN4C3=O)CC2)c1 (stereo unspecified)	3	-17	-8	5	-1.6	/	-1	3
COc1ccc(C(=O)NC2CC2)cc1OC1CCN(Cc2ccc(SC)cc2)CC1	0	-1	2	16	-0.3	/	-2	3
COc1ccc(CCN2C(=O)NC(NC(=O)C(C)(C)C)(C(F)(F)F)C2=O)cc1OC (stereo unspecified)	1	6	12	6	/	/	5	0
O=C(C[C@H]1C=C[C@H](NC(=O)C2CCC2)[C@H](CO)O1)NCc1ccccc1Cl	0	/	1	-1	0.0	15	2	-10
COc1cc2cnc(C3=CCCCC3)cc2cc1OC	-1	1	7	-1	1.3	-1	1	2
CCCOCc1ccc(O)c2ncccc12	-4	-6	16	-3	-5.2	8	-5	0
CNC[C@H]1Oc2ncc(-c3cncnc3)cc2C(=O)N([C@H](C)CO)C[C@@H]1C	-8	/	3	5	-1.0	3	2	5
Fc1ccccc1/C=N/Nc1nn[nH]n1	0	-2	6	9	/	1	4	/
Cc1[nH]n(C(N)=S)c(=O)c1N=Nc1ccc([N+](=O)[O-])cc1Cl	9	/	7	-3	1.9	6	-4	-3
Cc1ccccc1NS(=O)(=O)c1c(C(=O)N2CCCCCC2)c(C)n(C)c1C	-4	23	22	9	0.4	-3	0	2
CCOC(=O)C1=C(C)OC(N)=C(C#N)C1c1cc(F)ccc1F (stereo unspecified)	0	2	-9	11	/	-3	3	/
CCCNC(=O)N(C)C[C@H]1Oc2cc(C#C[C@H](C)O)ccc2S(=O)(=O)N([C@H](C)CO)C[C@@H]1C	1	7[16.7 µM]	5	-2	-1.4	13	-1	-9
CCOC(=O)N1C2=NC(C(=O)OC)=C(C(=O)OC)[C@@H]3N(C)c4ccccc4[C@]23C[C@H]1C(=O)OC	-2	-8	4	-14	-1.0	/	-6	-11
CC1=CC(=O)C2(C)C(C)=C(C)C12C (stereo unspecified)	0	/	2	/	1.3	/	4	5
CO[C@@H]1CN(C)C(=O)c2cc(NC(=O)C3CCC3)ccc2OC[C@H](C)N(C(=O)CN(C)C)C[C@H]1C	8	/	3	9	-1.3	-4	-2	14
CN(C)CCCNc1ncnc2c1c(-c1ccccc1)cn2-c1ccccc1	-1	-7	-8	/	-2.7	-16	5	3
NC(=O)c1cc(Cl)ccc1OCC(=O)Nc1ccc2c(c1)OCO2	-4	6	12	-27	-0.3	-12	-1	8
N#Cc1ccc(S(=O)(=O)Nc2ccccc2N2CCOCC2)cc1	-1	/	11	4	1.5	/	1	-26
C(=N\n1cnnc1)/c1nc2ccccc2[nH]1	2	-5	/	/	/	-3	3	/
C/C=C/c1ccc([C@@H]2[C@H](CO)N(C(=O)CC)[C@H]2CNC(=O)c2ccncc2)cc1	1	0[16.7 µM]	-3	16	2.5	-8	-1	2
CN(C)CCNC(=O)c1cc2cc(Br)ccc2oc1=O	0	-3	/	29	/	-1	-5	/
O=C(COc1ccc(F)cc1F)Nc1cccnc1	0	0	0	/	-6.3	-3	4	1
CC(C)c1cn(CC[C@H]2CC[C@H](NC(=O)C3CCCC3)[C@@H](CO)O2)nn1	45	2[16.7 µM]	5	-3	-0.6	-3	5	-9
O=C(O)c1cc(NC(=O)c2ccc3c(c2)C(=O)N(Cc2ccccc2)C3=O)cc(C(=O)O)c1	-1	-1	-20	-5	-1.0	11	5	/
COc1ccc2c3c([nH]c2c1)[C@H](CO)N(Cc1nccs1)CC31CCN(C(=O)C2CCCCC2)CC1	/	/	6	/	1.5	-2	/	0
C/C=C/c1ccc([C@@H]2[C@@H](CO)N3CCCCN(S(=O)(=O)c4cccs4)C[C@@H]23)cc1	-3	-11[16.7 µM]	-17	/	0.3	-16	4	/
CCS(=O)(=O)Nc1ccc2c(c1)C(=O)N(C)C[C@H](OC)[C@H](C)CN[C@@H](C)CO2	4	1[16.7 µM]	4	-7	/	/	0	/
C[C@@H]1CN([C@H](C)CO)C(=O)c2cc(C3=CCCCC3)cnc2O[C@H]1CN(C)C(=O)c1ccc(F)cc1	-2	8[16.7 µM]	-8	-6	1.4	-13	1	7
O=C(O)c1cc(N/N=C/C=C/c2ccccc2)ccc1Cl	-3	-8	-7	0	-6.9	-2	2	1
CN(C(=O)CSc1nnnn1C)C1(C#N)CCCCC1	-1	-6	3	10	0.3	5	1	5
CC(C(=O)Nc1nc2ccccc2[nH]1)N1C(=O)C2CC=CCC2C1=O (stereo unspecified)	1	1	/	18	/	10	/	/
COc1ccc(CN(C)C[C@H]2Oc3c(NC(=O)NC(C)C)cccc3C(=O)N([C@H](C)CO)C[C@H]2C)cc1	79	30[16.7 µM]	10	-7	-2.6	0	1	-14
CN(Cc1ccccc1)CC(O)COc1ccc(CNCc2cccnc2)cc1 (stereo unspecified)	1	/	-4	/	-0.7	/	-10	2
Cc1ccc(CNc2cc(C(=O)O)ccc2Cl)s1	0	-1	11	0	1.3	-4	5	-4
COc1cccc(CNc2ccc3c(c2)CCC3)c1	-5	0	/	-41	/	-7	6	0
O=C(c1cc(Cl)nc2ccccc12)N1CCN(S(=O)(=O)c2cccc(C(F)(F)F)c2)CC1	0	-3	-17	49	3.6	-2	-2	-2
COc1cccc(CNC(=O)Cc2csc(NC(=O)Nc3ccccc3OC)n2)c1	-3	1	-8	-3	-3.0	11	7	8
c1ccc2[nH]c(N3CCOCC3)nc2c1	0	-3	/	-10	/	-6	-5	/
O=C1NC(=O)/C(=C\c2cn(CC(=O)N3CCOCC3)c3ccccc23)S1	0	-3	0	8	1.5	5	-3	-3
CC1CCC(NC(=O)c2nn(C)c3c2CS(=O)(=O)c2ccccc2-3)CC1 (stereo unspecified)	2	-7	-4	-21	3.2	-2	-6	6
CCCCN(CC)C(=O)Cc1cn(C)c2ccccc12	0	11	/	/	/	/	-2	-19
CCOC(=O)c1cc(CC)sc1NC(=O)c1ccc2c(c1)OCCO2	-1	-1	/	-26	/	-15	-3	/
CCN(CC)C(=O)c1ccc(C)c(Br)c1	-3	-6	/	8	/	8	-2	1
CO[C@H]1CN(C)C(=O)c2ccc(NC(=O)c3cnccn3)cc2OC[C@H](C)N(CCc2ccccc2)C[C@H]1C	-1	/	-2	8	3.3	0	1	2
CC(=O)c1c(-c2ccccc2)[nH]c2ccccc12	-10	-2	-10	-12	-7.0	-61	1	12
Cn1c(SCC(=O)Nc2cc(Cl)cc(Cl)c2)nnc1-c1ccc2nonc2c1	-2	2	4	/	-1.9	-5	3	3
O=C(C[C@H]1CC[C@@H]2[C@H](COC[C@@H](O)CN2C(=O)c2cccnc2)O1)NCC1CC1	0	-1[16.7 µM]	0	-14	0.5	0	2	-1
COc1ccc(NC(=O)CN2C(=O)CC(C)S(=O)(=O)c3ccccc32)cc1 (stereo unspecified)	4	/	6	-5	5.3	/	6	21
Cc1cc(C)c(NC(=S)NC(=O)c2ccccc2)cc1C	2	/	/	/	0.1	/	3	3
COc1ccc(OC)c(S(=O)(=O)N(C)CC(=O)N2CCN(c3ccccc3)CC2)c1	3	/	24	20	/	/	0	/
CCC(C)Nc1nc(-c2ccc3c(c2)NC(=O)CO3)cs1 (stereo unspecified)	1	3	/	-13	/	11	-12	/
COCC#Cc1cnc2c(c1)C(=O)N([C@@H](C)CO)C[C@@H](C)[C@H](CN(C)S(C)(=O)=O)O2	0	0[16.7 µM]	6	7	-1.0	-2	1	-4
OCCc1c[nH]c2ccc(OCc3ccccc3)cc12	2	-7	7	-26	-3.4	6	1	-4
CC1CN(S(=O)(=O)c2cccc(C(=O)Nc3ccccc3N3CCCCC3)c2)CC(C)O1 (stereo unspecified)	-2	/	-8	8	2.0	/	-3	-6
CN1CCN(CCc2nc3cc(NC(=O)COc4ccc(Cl)cc4)ccc3n2C)CC1	14	-2	-1	-4	-0.3	-1	-2	5
CCN1CCN(CC(=O)Nc2ccccc2)C(=O)C1=O	0	-5	12	8	2.0	-7	4	-14

# Other results.
canonical_smiles	Cneo AK release	miR-122 sensor	INS-1E GSIS act	Statin myotox sup	CFTR F508del cor	PGC1a acetyl inh	PglD inh	FN deposit inh
Cc1nc2oc3ccc(Cl)cc3c(=O)c2cc1C(=O)O	-1	-4	6	2	2.5	-8	7	-3
CC(C)C1NCCc2c1sc1ccccc21 (stereo unspecified)	0	-4	/	/	-0.3	1	-2	-4
CNC[C@H]1Oc2c(NC(=O)Nc3ccccc3)cccc2C(=O)N([C@H](C)CO)C[C@@H]1C	-1	-3[16.7 µM]	10	-18	-3.7	7	1	2
CCCCCOc1ccc(C(=O)CCC(=O)NC(C)c2ccc(S(N)(=O)=O)cc2)cc1 (stereo unspecified)	-14	/	/	0	-0.9	-5	-1	5
O=c1[nH]n2c(=O)c3c([nH]c2c1N=Nc1ccccc1)CCC3	8	-31	-5	/	/	/	-14	-12
Cc1n[nH]c(=O)nc1NCc1ccccc1	0	1	/	15	/	6	2	-3
COc1ccc(NC(=O)Nc2cccc3c2O[C@@H](CN(C)C(=O)Nc2ccccc2)[C@H](C)CN([C@@H](C)CO)C3=O)cc1	-5	-1[16.7 µM]	8	9	-0.1	5	-1	/
O=C(Nc1ccccc1N1CCOCC1)c1cccc(F)c1	3	-9	14	-1	-1.8	-5	3	3
COc1ccc(NCc2nnc(SCC(=O)N3CCCc4ccccc43)n2C)cc1	-1	-2	-1	7	/	6	-1	/
Cc1c(NC(=O)c2ccc(CC(C)C)o2)c(=O)n(-c2ccccc2)n1C	-1	-1	13	-1	-2.0	9	6	5
CS(=O)(=O)N(CC(N)=O)c1ccc(F)c(Cl)c1	-1	-3	-14	/	/	1	2	/

# Source: PubChem BioAssay (Broad Institute)
